Assay outcomes (PubChem BioAssay)
RGS12 GoLoco inh: RGS12 GoLoco-Gai1 interaction inhibition; P63096; Gai1:RGS12 GoLoco peptide FP, rhodamine, 10 min; Potency, µM (titrated, usually from 61.6 µM), inactives show at the top dose activity, negative = inhibition, actives largely listed as inhibitors; hit rate 0.44% among 230,000; active means well fitted inhibition curve with a large enough effect, not every such curve was filed as active; inactive means no such curve, though single readings can be large or run the other way; further: nearly all actives have a fitted effect of over 30% in size; many of its hits are not listed in these tables
Target sequence (P63096 whole entry, looked up): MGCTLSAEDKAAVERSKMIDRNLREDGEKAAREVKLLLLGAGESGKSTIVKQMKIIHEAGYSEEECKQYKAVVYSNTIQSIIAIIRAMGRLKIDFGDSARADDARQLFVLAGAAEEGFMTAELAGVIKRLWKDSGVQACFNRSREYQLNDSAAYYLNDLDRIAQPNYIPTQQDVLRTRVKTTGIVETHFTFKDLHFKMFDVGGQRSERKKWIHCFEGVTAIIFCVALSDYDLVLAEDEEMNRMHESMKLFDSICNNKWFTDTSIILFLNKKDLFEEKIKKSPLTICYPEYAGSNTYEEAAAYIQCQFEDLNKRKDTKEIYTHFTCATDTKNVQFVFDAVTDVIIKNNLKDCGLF
TRb-SRC2 inh: disrupts binding of human TR beta to SRC2; P10828; TRbeta-SRC2 peptide binding, fluorescence polarization; receptor liganded with 1 µM T3; Potency, µM (top dose mostly 106 µM), for inactives: at the top dose activity change, negative = inhibition, usual class: inhibitors; hit rate 0.065% among 280,000; AID 1469;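 further: plate controls were bound peptide for no effect and peptide without receptor for full effect; nearly all actives have a fitted effect of over 50% in size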
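Human TRb LBD (0.6 uM) plus Texas Red-labeled SRC2 peptide (20 nM), 1uM T3, 5% DMSO, 5 hr at ambient temperature. Decreased polarization (555/632 nm) flags inhibition; data normalized to free and bound peptide controls.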
L3MBTL1 inh: L3MBTL1 (human) inhibition. AlphaScreen L3MBTL1–H3K9me1 peptide binding. Potency, µM (doses to about 57.1 µM), for the others: top-dose activity, negative = inhibition, hits mostly inhibitors. Q9Y468. hit rate 0.66% among 230,000; further: nearly all actives have a fitted effect of over 60% in size
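AlphaScreen proximity signal between nickel-chelate acceptor and streptavidin donor beads (final 10 ug/mL) reports binding of 50 nM L3MBTL1 to 75 nM biotin-H3 K9me1 peptide; complex incubated with compounds 30 min at room temperature; cefsulodin titration as control.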
Tau ThT inhib: tau fibrillization inhibition (ThT binding); P10636; recombinant tau K18 P301L (four-repeat tau fragment), heparin-induced fibrillization, ThT fluorescence; Potency, µM (series often up to 57.4 µM), for the others: at the top dose activity, negative = inhibition, actives largely listed as inhibitors; hit rate 2.1% among 270,000; further: nearly all actives have a fitted effect of over 55% in size
Target sequence (P10636 561-689 P618L limits assumed): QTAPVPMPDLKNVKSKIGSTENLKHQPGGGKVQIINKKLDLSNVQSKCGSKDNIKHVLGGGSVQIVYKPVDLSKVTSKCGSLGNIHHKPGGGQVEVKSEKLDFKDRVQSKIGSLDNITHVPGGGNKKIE
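In this qHTS, human K18 P301L tau is incubated with compound and heparin for 6 hr at 37 C, and Thioflavin T fluorescence then reports fibril load.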
Tau fibril FP: tau fibrillization inhibition (FP); P10636; K18 P301L tau heparin fibrillization, Alexa594 FP, 6 h; Potency, µM (top dose mostly 57.7 µM), inactives show at the top dose activity, negative = inhibition, actives largely listed as inhibitors; hit rate 0.39% among 280,000; further: nearly all actives have a fitted effect of over 55% in size
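Steps: dispense K18 P301L tau (15 uM plus 0.24 uM Alexa 594 tracer, final) in pH 7 sodium acetate; add compound; add heparin (20 uM final); incubate 6 hr, 37 C; add ThT (30 uM final); after 1 hr ambient, read FP.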
RECQ1 inh: blocks DNA unwinding by human RECQ1 | P46063 | AID 2549 | RECQ1 DNA unwinding, red fluorescence kinetic read | Potency, µM (highest dose often 57.3 µM), inactives show top-dose activity, negative = inhibition, actives largely listed as inhibitors | hit rate 0.54% among 240,000;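 further: plate controls were vehicle for no effect and no enzyme for full effect; nearly all actives have a fitted effect of over 30% in size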
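50 nM RECQ1T1 preincubated 15 min with compound in Tris pH 8.0 buffer with MgCl2, DTT, Tween-20 and 2.5 ug/ml poly(dI-dC); started with 200 nM TAMRA/BHQ-2 forked duplex and 2 mM ATP. Unwinding read as fluorescence (525/598 nm), two reads 2 h apart.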
TexasRed fluor: counter-screen for TRb-SRC2 inhibitors: fluorescence interference; hit rate 0.29% among 280,000; TRb/SRC2 Texas Red total fluorescence interference; AID 1479; Potency, µM (series often up to 106 µM), for inactives: at the top dose fluorescence change, negative = quenching; active means well fitted curve in either direction with a large enough effect; inconclusive means small, poorly fitted or top-dose-only effect
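Human TRβ ligand-binding domain (0.6 uM) and Texas Red SRC2 peptide (20 nM) in Tris buffer with 1 uM T3 and 5% DMSO were incubated with pinned compound for 5 hr at ambient temperature. Total fluorescence was computed as S + 2P (555/632 nm).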
JMJD2E inh: inhibitors of human JMJD2E histone demethylase; JMJD2E catalytic domain, FDH-coupled NADH fluorescence (FDH is formaldehyde dehydrogenase); AID 2147; B2RXH2; Potency, µM (top dose mostly 57.1 µM), for inactives: top-dose activity change, negative = inhibition, most hits filed as inhibitors; hit rate 1.6% among 230,000; active means well fitted inhibition curve with a large enough effect, not every such curve was filed as active; inconclusive means small, poorly fitted or top-dose-only effect, or another doubt; inactive means no such curve, though single readings can be large or run the other way;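 further: 0% = wells with enzyme and -100% = buffer wells without enzyme; nearly all actives have a fitted effect of over 50% in size; many of its hits are not listed in these tables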
Target sequence (B2RXH2 1-337 limits assumed): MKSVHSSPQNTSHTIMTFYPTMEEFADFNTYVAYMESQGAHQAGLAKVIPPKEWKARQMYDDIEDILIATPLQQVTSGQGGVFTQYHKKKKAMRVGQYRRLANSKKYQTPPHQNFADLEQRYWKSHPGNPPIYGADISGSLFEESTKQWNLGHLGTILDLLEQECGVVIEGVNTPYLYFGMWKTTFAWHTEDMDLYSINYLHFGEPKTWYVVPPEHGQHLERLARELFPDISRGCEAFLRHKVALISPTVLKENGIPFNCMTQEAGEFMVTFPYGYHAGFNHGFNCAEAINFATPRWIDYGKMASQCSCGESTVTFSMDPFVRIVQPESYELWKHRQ
Starred values were filed as active, the others as inactive; & = joins results of further samples; [ ] = remark or other dose. Unless noted, the call rests on the fitted dose curve; in most records, active means well fitted curve in the direction sought with a large enough effect; inconclusive means small, poorly fitted or top-dose-only effect, or another doubt; inactive means no such curve, though single readings can be large; an effect the other way counts as inactive or inconclusive. Unless noted, on the % scale 0 is the no-effect control and ±100 the full control effect; potency means the concentration at half of the fitted maximal effect. Some of the compounds tested. The share of hits here may be higher or lower than overall.

What do the screens show for `CCC(C)[C@H](NC(=O)Nc1ccc2c(c1)OCCO2)C(=O)OC` (some centres undefined)?
RGS12 GoLoco inh: 14.4%; TRb-SRC2 inh: -3.5%; L3MBTL1 inh: 9.7%; Tau ThT inhib: -2.8%; Tau fibril FP: 7.5%; RECQ1 inh: inactive; TexasRed fluor: 2.4%; JMJD2E inh: -2.0%

How did Cn1cc(CN(CCCN2CCOCC2)C(=S)Nc2cccc(Cl)c2)c2ccccc21 do in these assays?
RGS12 GoLoco inh: 8.4%; TRb-SRC2 inh: 2.5%; L3MBTL1 inh: 4.3%; Tau ThT inhib: -9.3%; Tau fibril FP: 6.4%; RECQ1 inh: -1.5%; TexasRed fluor: 0.0%; JMJD2E inh: -3.8%

How did O=C(CS(=O)(=O)c1cn(CC(=O)N2CCOCC2)c2ccccc12)Nc1ccccc1 do in these assays?
RGS12 GoLoco inh: -7.6%; TRb-SRC2 inh: -1.5%; Tau ThT inhib: 0.3%; Tau fibril FP: 1.4%; RECQ1 inh: -1.6%; TexasRed fluor: -0.9%; JMJD2E inh: 0.1%

What do the screens show for `COc1ccc(-n2c(C)cc(C(=O)COC(=O)c3cc(OC)c(OC)cc3NC(=O)c3cccs3)c2C)cc1`?
RGS12 GoLoco inh: 0.4%; TRb-SRC2 inh: -0.2%; L3MBTL1 inh: -5.3%; Tau ThT inhib: -13.8%; Tau fibril FP: -12.3%; RECQ1 inh: -9.6%; TexasRed fluor: -2.3%; JMJD2E inh: inconclusive

Results for OCCC1CN(Cc2ccc(Oc3ncccn3)cc2)CCN1C1CCCCC1 (centres undefined) ?
RGS12 GoLoco inh: 0.0%; TRb-SRC2 inh: 6.3%; L3MBTL1 inh: 4.5%; Tau ThT inhib: 9.4%; Tau fibril FP: -1.1%; RECQ1 inh: 9.0%; TexasRed fluor: 2.0%; JMJD2E inh: -2.3%

What do the screens show for `Cc1ccc(/C(O)=C2/C(=O)C(=O)N(CCCn3ccnc3)C2c2ccccn2)cc1` (centres undefined)?
RGS12 GoLoco inh: -1.6%; TRb-SRC2 inh: -0.3%; L3MBTL1 inh: 8.7%; Tau ThT inhib: 7.7%; Tau fibril FP: 7.0%; RECQ1 inh: 0.1%; TexasRed fluor: 1.4%; JMJD2E inh: 6.4%

What do the screens show for `Cc1cc(C)nc(N2CCCC(C(=O)Nc3ccc4c(c3)OCCO4)C2)n1` (centres undefined)?
RGS12 GoLoco inh: 0.7%; TRb-SRC2 inh: -0.8%; L3MBTL1 inh: 0.6%; Tau ThT inhib: -4.4%; Tau fibril FP: -1.0%; RECQ1 inh: -9.2%; TexasRed fluor: -4.3%; JMJD2E inh: 0.7%

What do the screens show for `C/C=C/Cn1c(Br)nc2c1c(=O)[nH]c(=O)n2C`?
RGS12 GoLoco inh: -5.7%; TRb-SRC2 inh: -3.8%; L3MBTL1 inh: -6.4%; Tau ThT inhib: 0.1%; Tau fibril FP: -2.2%; RECQ1 inh: -0.7%; TexasRed fluor: -0.4%; JMJD2E inh: 6.4%

How did Cc1ccc(CN2C(=O)CCC2C(=O)NCc2ccc3c(c2)OCO3)cc1 (centres undefined) do in these assays?
RGS12 GoLoco inh: 15.2%; TRb-SRC2 inh: -4.1%; L3MBTL1 inh: 1.5%; Tau ThT inhib: -1.7%; Tau fibril FP: -3.5%; RECQ1 inh: inactive; TexasRed fluor: -0.7%; JMJD2E inh: -11.7%

How did C=CCNC(=S)N1CCC(C(N)=O)CC1 do in these assays?
RGS12 GoLoco inh: 4.7%; TRb-SRC2 inh: 0.9%; Tau ThT inhib: -13.4%; Tau fibril FP: 1.6%; RECQ1 inh: inactive; TexasRed fluor: -2.6%; JMJD2E inh: -4.8%

What do the screens show for `COc1ccc(CC(=O)Nc2ccc(-c3csc(C)n3)cc2)cc1`?
RGS12 GoLoco inh: -3.5%; TRb-SRC2 inh: -3.5%; Tau ThT inhib: -3.2%; Tau fibril FP: -9.7%; RECQ1 inh: -0.3%; TexasRed fluor: -0.4%; JMJD2E inh: -3.0%

What do the screens show for `O=C(CCS(=O)(=O)c1ccccc1)Nc1ccc(N2CCOCC2)cc1`?
RGS12 GoLoco inh: -0.5%; TRb-SRC2 inh: -4.6%; L3MBTL1 inh: -4.2%; Tau ThT inhib: -15.6%; Tau fibril FP: 9.1%; RECQ1 inh: inactive; TexasRed fluor: 1.0%; JMJD2E inh: 11.3%

Results for O=C1c2ccc(-c3ccc4c(c3)C(=O)N(CCO)C4=O)cc2C(=O)N1CCO ?
RGS12 GoLoco inh: 7.9%; TRb-SRC2 inh: -5.6%; Tau ThT inhib: 0.3%; Tau fibril FP: -0.4%; RECQ1 inh: inactive; TexasRed fluor: 0.5%; JMJD2E inh: inconclusive

Results for Cc1ccc(NC(=O)CSc2nc(=O)cc(N)n2-c2ccccc2)cc1 ?
RGS12 GoLoco inh: 5.4%; TRb-SRC2 inh: 4.4%&12.6%; Tau ThT inhib: 0.3%&-9.7%; Tau fibril FP: -1.3%&-2.7%; RECQ1 inh: -7.9%; TexasRed fluor: -0.7%&0.1%; JMJD2E inh: 7.5%

How did CC(=O)NS(=O)(=O)c1ccc(NC(=O)NC2CCCCC2)cc1 do in these assays?
RGS12 GoLoco inh: -20.0%; TRb-SRC2 inh: 2.7%; L3MBTL1 inh: 4.1%; Tau ThT inhib: -1.0%; Tau fibril FP: -2.6%; RECQ1 inh: inactive; TexasRed fluor: -5.1%; JMJD2E inh: 4.3%

What do the screens show for `COc1ccc(-n2nc(C(=O)NCC(=O)NCCCN3CCCCCC3)c3ccccc3c2=O)cc1Cl`?
RGS12 GoLoco inh: 83.1%[activator]; TRb-SRC2 inh: 14.6%; L3MBTL1 inh: 8.7%; Tau ThT inhib: 2.5%; Tau fibril FP: 2.6%; RECQ1 inh: -8.8%; TexasRed fluor: -11.9%; JMJD2E inh: inconclusive

What do the screens show for `Cc1ccc(C(=O)NC(=S)Nc2cccc(NC(=O)c3ccccc3)c2)cc1[N+](=O)[O-]`?
RGS12 GoLoco inh: 7.8%; TRb-SRC2 inh: 4.3%; L3MBTL1 inh: 0.3%; Tau ThT inhib: inconclusive; Tau fibril FP: -7.1%; RECQ1 inh: 0.2%; TexasRed fluor: 2.5%; JMJD2E inh: -0.7%

What do the screens show for `COc1cccc2c(=O)n(CC(=O)N3CCN(c4ccccc4)CC3)ccc12`?
RGS12 GoLoco inh: 1.2%; TRb-SRC2 inh: -0.2%; L3MBTL1 inh: 39.6%[activator]; Tau ThT inhib: -0.4%; Tau fibril FP: 13.5%; RECQ1 inh: -1.5%; TexasRed fluor: -0.7%; JMJD2E inh: inconclusive

How did CCOC(=O)C1=C(CC)Nc2ccccc2N=C1NC(=O)CCNC(C)=O do in these assays?
RGS12 GoLoco inh: -4.0%; TRb-SRC2 inh: 5.1%; L3MBTL1 inh: -0.1%; Tau ThT inhib: 9.0%; Tau fibril FP: 6.6%; RECQ1 inh: -10.0%; TexasRed fluor: -1.5%; JMJD2E inh: -3.9%

What do the screens show for `C=CCN1C(=O)C(CC(=O)NCC)SC1=Nc1ccc(S(N)(=O)=O)cc1` (centres undefined)?
RGS12 GoLoco inh: 6.8%; TRb-SRC2 inh: 3.2%; L3MBTL1 inh: 5.0%; Tau ThT inhib: -1.3%; Tau fibril FP: -2.5%; RECQ1 inh: -0.7%; TexasRed fluor: 1.0%; JMJD2E inh: 7.1%

What do the screens show for `CC(C)NC(=O)Nc1ccc(Br)cc1Cl`?
RGS12 GoLoco inh: 0.0%; TRb-SRC2 inh: 4.7%; L3MBTL1 inh: 2.1%; Tau ThT inhib: -4.4%; Tau fibril FP: -4.7%; RECQ1 inh: -8.9%; TexasRed fluor: -1.0%; JMJD2E inh: 17.1%

What do the screens show for `O=c1c2sc3ccccc3c2n(Cc2ccccc2F)c(=O)n1CCc1ccccc1`?
TRb-SRC2 inh: 3.4%; Tau ThT inhib: -0.4%; Tau fibril FP: -1.1%; TexasRed fluor: -0.5%

What do the screens show for `Cn1cnc(S(=O)(=O)Nc2ccc(C(F)(F)F)cc2)c1`?
RGS12 GoLoco inh: -0.8%; TRb-SRC2 inh: -12.4%; L3MBTL1 inh: inconclusive; Tau ThT inhib: 4.2%; Tau fibril FP: -0.2%; RECQ1 inh: -6.8%; TexasRed fluor: -2.9%; JMJD2E inh: 17.3%

Results for CC(C)(C)c1ccc(Oc2ccc(NC(=O)c3ccccc3C(=O)O)cn2)cc1 ?
RGS12 GoLoco inh: 5.4%; TRb-SRC2 inh: -0.9%; L3MBTL1 inh: -20.8%; Tau ThT inhib: -11.2%; Tau fibril FP: -4.6%; RECQ1 inh: -2.5%; TexasRed fluor: -2.0%; JMJD2E inh: 8.1%

How did O=C(NCCC1=CCCCC1)C1CCN(C(=O)N2CCOc3ccc(Cl)cc32)CC1 do in these assays?
TRb-SRC2 inh: -1.0%; Tau ThT inhib: -8.3%; Tau fibril FP: 3.9%; TexasRed fluor: 4.6%

Results for O=C(CN1CCCCCC1)N/N=C/c1cccs1 ?
RGS12 GoLoco inh: 5.3%; TRb-SRC2 inh: -2.9%; Tau ThT inhib: -3.7%; Tau fibril FP: -11.7%; RECQ1 inh: inactive; TexasRed fluor: 1.5%; JMJD2E inh: -24.6%

What do the screens show for `CCNc1nc(Oc2ccccc2)nc(OC(C)C(=O)OCC)n1` (centres undefined)?
RGS12 GoLoco inh: 7.8%; TRb-SRC2 inh: -7.9%; L3MBTL1 inh: 5.6%; Tau ThT inhib: -2.7%; Tau fibril FP: 7.5%; RECQ1 inh: inactive; TexasRed fluor: 0.0%; JMJD2E inh: 3.3%

How did O=c1nccc(Nc2ccccc2)[nH]1 do in these assays?
RGS12 GoLoco inh: -5.7%; TRb-SRC2 inh: 0.5%; L3MBTL1 inh: 0.3%; Tau ThT inhib: -2.4%; Tau fibril FP: 2.6%; RECQ1 inh: inactive; TexasRed fluor: -1.0%; JMJD2E inh: 5.6%
